High-throughput results (PubChem BioAssay)
H9c2 TAG inh: inhibitors of triacylglycerol accumulation, primary screen, cell-based, uHTS, fluorescence, H9c2; H9c2 cells, Nile Red lipid (TAG) fluorescence; cells loaded with 200 µM oleic acid; inhibition, % at 12.5 µM; hit rate 0.66% among 230,000;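 active = pattern-corrected inhibition of lipid staining of at least 50% with the nuclear-stain viability signal not falling by more than 50%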;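 note: 0% = DMSO wells and 100% = triacsin C control wells; some results filed as inactive read as strong as hits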
H9c2 TAG inh DAPI viability: also measured in H9c2 TAG inh; calls as there; DAPI nuclei signal change (viability), lower = more cytotoxic, %;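 whole-well DAPI fluorescence read on a plate reader as a viability signal; minus 50 percent equals half of cells still viable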
Starred values were filed as active, the others as inactive. The list is partial; rates above refer to the full screens.

SMILES | H9c2 TAG inh | H9c2 TAG inh DAPI viability
OCCN1CCN(CC/C=C2/c3ccccc3Sc3ccc(C(F)(F)F)cc32)CC1 | -7 | 14
COc1ccc(N2CCN(C(=O)c3ccc(C(C)(C)C)cc3)CC2)cc1 | 11 | -5
CCCCOC(=O)C(C)Nc1n[nH]c(=O)[nH]c1=O (configuration not stated) | -5 | -5
COc1cccc(C2Nc3cc(Cl)c(S(N)(=O)=O)cc3S(=O)(=O)N2)c1 (configuration not stated) | -15 | 2
Cc1ccc(NC(=O)Nc2ccc(F)cc2)cc1Cl | 2 | -19
Cc1ccc(OCc2nnc(SCCN3CCOCC3)n2C)cc1 | 22 | -43
CC1CN(C(=O)CCNC(=O)c2ccc(Cl)cc2)CC(C)O1 (configuration not stated) | 10 | -5
COC(=O)[C@@H]1C[C@@]2(O)[C@@H](O)[C@@H](O)[C@@H](O)C[C@H]2N1Cc1cc(OC)cc(OC)c1 | -4 | 0
Cc1nnc(SCC(=O)NC(=O)NC(C)(C)C)n1N | -16 | 5
FC(F)c1nnc2c(Cl)cc(C(F)(F)F)cn12 | 7 | -11
NC(=O)c1c(NC(=O)CN2CCCC2)sc2c1CCCC2 | 6 | 3
COC(=O)c1ccc(COC(=O)CNC(=O)c2ccco2)cc1 | 10 | -7
COc1ccccc1Nc1nc(N)nc(CN2CC(C)CC(C)C2)n1 (configuration not stated) | -3 | -4
Cc1ccc(NC(=O)Nc2ccon2)cc1Cl | -18 | 0
CCOC(=O)c1c(C)n2c3c(cc(C)cc13)CCC2 | -30 | 2

Taken from above.
For H9c2 TAG inh, CCCCOC(=O)C(C)Nc1n[nH]c(=O)[nH]c1=O (configuration not stated) has the entry -5
For H9c2 TAG inh, Cc1ccc(NC(=O)Nc2ccon2)cc1Cl has the entry -18

The main list resumes, repeating the 7 entries before the break.
SMILES | H9c2 TAG inh | H9c2 TAG inh DAPI viability
Cc1nnc(SCC(=O)NC(=O)NC(C)(C)C)n1N | -16 | 5
FC(F)c1nnc2c(Cl)cc(C(F)(F)F)cn12 | 7 | -11
NC(=O)c1c(NC(=O)CN2CCCC2)sc2c1CCCC2 | 6 | 3
COC(=O)c1ccc(COC(=O)CNC(=O)c2ccco2)cc1 | 10 | -7
COc1ccccc1Nc1nc(N)nc(CN2CC(C)CC(C)C2)n1 (configuration not stated) | -3 | -4
Cc1ccc(NC(=O)Nc2ccon2)cc1Cl | -18 | 0
CCOC(=O)c1c(C)n2c3c(cc(C)cc13)CCC2 | -30 | 2
CCCn1nc(C(=O)NNC(=O)CSCC(=O)Nc2cc(C)on2)c2ccccc2c1=O | -8 | -6
O=C(N1CCN(c2cccc(Cl)c2)CC1)C1(S(=O)(=O)c2ccc(Cl)cc2)CC1 | 4 | -11
Cc1nc(-c2ccc(S(=O)(=O)Nc3cc(S(=O)(=O)N(C)C)ccc3C)s2)cs1 | 4 | 5
CCCCn1c(N)c(N(CCOC)C(=O)CCCc2nc3ccccc3c(=O)[nH]2)c(=O)[nH]c1=O | 1 | 12
CN(C)S(=O)(=O)c1cccc(NC(=O)CCc2nc3sc4c(c3c(=O)[nH]2)CCCC4)c1 | 17 | 8
Cc1ccc(C)c(C(=O)CCC(=O)NNC(=O)Cn2nc(C)cc2C)c1 | -6 | -3
O=C(OCc1ccccc1)N1CCC2CC1c1cc(Cl)ccc12 (configuration not stated) | -12 | -1
C=CCNC(=O)c1onc(CSc2cccc(OC)c2)c1C(=O)O | -10 | -1
CCOc1ccccc1N(C(=O)CNC(=O)c1ccco1)C(C(=O)NC(C)(C)C)c1ccncc1 (configuration not stated) | 12 | -1
Cc1ccc(OC(=O)c2c(C)nn(-c3ccccc3)c2C)cc1 | -38 | 3
CC(C)CNC(=O)C(=O)Nc1ccc2c(c1)N(S(=O)(=O)c1cccs1)CCC2 | 11 | -7
CC(C)NC(=O)N1CCN(c2ccncc2S(=O)(=O)N2CCCCC2)CC1 | -1 | -3
Fc1ccc(CSc2ccc3nnc(-c4ccccn4)n3n2)cc1 | 15 | -6
CCN(CC)CCn1nc2c3c(cccc3c1=O)-c1ccccc1-2 | 112 | -69
CC(O)(c1ccc(F)c(F)c1)c1nc(-c2cccc3cccnc23)cs1 (configuration not stated) | 6 | -6
CN(C)c1ccc(NC(=O)Nc2ccc3c(c2)c(=O)n(C)n3Cc2ccccc2)cc1 | 12 | 14
CC(C)c1ccc(-c2c(C#N)c(N)nc(SCC(=O)N3CCCCC3)c2C#N)cc1 | 41 | -9
CCOC(=O)N1CCN(C(=O)Nc2cccc3ccccc23)CC1 | -1 | -3
Cc1c(NC(=O)CSc2nc3ccccc3c(=O)n2C(C)C)c(=O)n(-c2ccccc2)n1C | -12 | 8
CC1CCCCN1S(=O)(=O)c1ccc(C(=O)Nc2nnc(-c3ccccc3Cl)o2)cc1 (configuration not stated) | -12 | -2
O=C(NNC(=O)c1ccc(O)cc1O)c1ccc(-c2ccccc2)cc1 | 8 | -15
CCCn1c(C2CC(=O)N(c3cc(OC)ccc3OC)C2)nc2ccccc21 (configuration not stated) | -15 | 4
Cc1cccc2cc3c(NC(=O)CC(C)C)nn(C)c3nc12 | 2 | 7
Cc1ccc(-c2csc(NC(=O)/C=C/c3cccs3)n2)cc1C | 19 | 14
Cc1ccc(C(=O)NCCC(=O)NCc2ccco2)cc1 | 8 | -6
CCN(CC(=O)Nc1c(F)cccc1F)C(=O)c1ccccn1 | -18 | 18
CCOP(=O)(OCC)c1nc(Cc2ccccc2)oc1NCc1ccccc1 | -16 | 8
COc1ccc(-n2nnnc2CNC(=O)c2ccc3ccccc3c2)cc1 | -15 | 3
Cc1ccc(NC(=O)CN(C)C(=O)CSc2nnc(C(F)(F)F)n2C)cc1 | -45 | 9
NCCCC[C@@H]1NC(=O)c2cc([N+](=O)[O-])cc(I)c2SC[C@@H](C(N)=O)NC(=O)[C@H](Cc2ccc(O)cc2)NC1=O | 32 | -24

One compound at a time, from the list above. Order of values: H9c2 TAG inh | H9c2 TAG inh DAPI viability
Results for Fc1ccc(CSc2ccc3nnc(-c4ccccn4)n3n2)cc1 = 15 | -6
Results for FC(F)c1nnc2c(Cl)cc(C(F)(F)F)cn12 = 7 | -11
Results for Cc1ccc(C(=O)NCCC(=O)NCc2ccco2)cc1 = 8 | -6

Next results.
SMILES | H9c2 TAG inh | H9c2 TAG inh DAPI viability
CCOc1c(C#N)c(C#N)c2nc(C)cc(C)n12 | -10 | 19
CSCCC(NC(N)=O)C(=O)NCc1ccc(Cl)cc1 (configuration not stated) | 3 | 2
COc1ccc(NC(=O)CC(=O)Nc2ccc(OC)cc2OC)c(OC)c1 | -3 | 6
CCCN1CCC(C)(C(=O)Nc2ccccc2Oc2ccccc2)C1 (configuration not stated) | -1 | 8
O=C(Nc1ccncc1)c1cccc(S(=O)(=O)N2CCN(c3ccc(F)cc3)CC2)c1 | -13 | -1
CC(=O)c1cccc(NC(=S)N2CCN(S(=O)(=O)c3ccccc3)CC2)c1 | 3 | 1
Cc1cc(C)c2ccc3c(C)c(C)nc3c2[nH]1 | -3 | 5
Cc1ccc(NC(=O)c2ccc(CNc3c(N4CCOCC4)c(=O)c3=O)cc2)cc1 | 15 | 14
COc1cc(OC)cc(C(=O)OCC(=O)Nc2ccc(F)cc2F)c1 | -7 | -6
C[C@@H]1CN([C@H](C)CO)C(=O)c2cc(NC(=O)Cc3ccccc3)ccc2O[C@H]1CN(C)Cc1ccc(Oc2ccccc2)cc1 | 22 | 9
CCCCN(CC(=O)NCc1ccc(F)cc1)C(=O)c1ccco1 | -14 | 4
COc1ccc(NS(=O)(=O)c2cccc(C(=O)N/N=C/c3ccccc3OC)c2)cc1 | 15 | -1
O=C(O)CC1CCCC(c2ccccc2)C1=O (configuration not stated) | -6 | 9
COc1cccc(CC2(CO)CCCN(Cc3cn[nH]c3-c3ccc(F)cc3)C2)c1 (configuration not stated) | 1 | -8
COc1ccc(NC(=O)C2(C)Cc3c(-c4ccc(C(N)=O)cc4)ccnc3O2)cc1OC (configuration not stated) | 14 | -7
O=S(=O)(CCNCc1ccco1)NC1CCCCC1 | 0 | -5
Cn1cccc1/C=N/n1c(-c2ccc(C(C)(C)C)cc2)n[nH]c1=S | -13 | 11
O=C(C1CCN(c2nnc(-n3cccc3)s2)CC1)N1CCN(c2cccc(C(F)(F)F)c2)CC1 | 11 | 1
Cc1ccc(-c2nc(C)sc2CC(=O)OCC(=O)Nc2ccc(F)c(Cl)c2)cc1 | 6 | 1
COc1ccc(NC(=O)c2cc(-c3ccc(C)o3)nc3ccccc23)cc1 | 7 | 12
COC(=O)c1ccc(NC(=O)C2CCN(S(C)(=O)=O)CC2)cc1 | 5 | -7
N#Cc1ccccc1NC(=O)CC1CCCCC1 | -3 | -5
CCOC(=O)C1=C(C)NC2=C(C(=O)CC(C)(C)C2)C1c1ccc2c(c1)CCCN2C (configuration not stated) | 14 | -4
CCN(C(=O)CSc1nnc(Cn2nnc3ccccc32)o1)c1nc(C)cs1 | 3 | 2
O=C(c1ccc(NC(=S)NCc2ccco2)cc1)N1CCCCC1 | -4 | -3
O=C(CSc1nnc(C2CC2)n1C1CC1)c1ccc(F)cc1 | 12 | -4
CCCCNCc1cc(OC)c(OCC(N)=O)cc1Br | 11 | 4
Cc1ccc(C2CC(c3cccc(C)c3)n3ncnc3N2)cc1 (configuration not stated) | -29 | -6
Clc1nc(NC2CCCCC2)c2cn[nH]c2n1 | -3 | 7
CC1CC(C)CN(CCCNC(=O)c2csc3c2CCCC3)C1 (configuration not stated) | -5 | 16

Three compounds already listed, ordered by molar mass, rising.
SMILES | H9c2 TAG inh | H9c2 TAG inh DAPI viability
COC(=O)c1ccc(NC(=O)C2CCN(S(C)(=O)=O)CC2)cc1 | 5 | -7
Cc1ccc(NC(=O)CN(C)C(=O)CSc2nnc(C(F)(F)F)n2C)cc1 | -45 | 9
CN(C)S(=O)(=O)c1cccc(NC(=O)CCc2nc3sc4c(c3c(=O)[nH]2)CCCC4)c1 | 17 | 8

More results:
SMILES | H9c2 TAG inh | H9c2 TAG inh DAPI viability
COc1cc(C2=Nc3ccc(Br)cc3C(c3ccccc3)N2CC(=O)NN)cc(OC)c1OC (configuration not stated) | -8 | 13
Cc1ccc(NC(=O)c2ccc(COc3ccccc3)o2)nc1 | -1 | 1
CSCCC(NC(=O)COc1ccccc1)C(=O)N1CCCC(C(F)(F)F)C1 (configuration not stated) | 7 | 10
Cc1cccc(C)c1NC(=O)C[N+](C)(C)CC(O)COc1cccc2ccccc12 (configuration not stated) | 15 | 11
Cc1ccc(S(=O)(=O)NCc2nnnn2-c2ccc(F)cc2)cc1 | -14 | -7
CC(C)Sc1nnc(SCC(=O)N(C)C2CCS(=O)(=O)C2)s1 (configuration not stated) | 21 | 2
CC(Oc1cccc(Cl)c1)C(=O)Nc1cc(S(=O)(=O)N2CCOCC2)ccc1N1CCCCC1 (configuration not stated) | 5 | 0
Cc1ccc(Cn2c(C)c(C(=O)NCc3ccccc3C(F)(F)F)sc2=O)cc1 | 0 | 3
C=C(C)Cn1c(CCCNC(=O)C(C)(C)C)nc2ccccc21 | 0 | 11
CCCCSc1cc(C)nc2ncnn12 | -22 | 10
O=C1N(Cc2cccc(Cl)c2)C[C@@H]2C[C@@H](c3cccn3-c3ccccn3)N3CCC[C@@]123 | 4 | 3
CCOC(=O)N1CCN(S(=O)(=O)N(C)C)CC1 | 1 | 0
COC1CCN(Cc2c(C(=O)N3CCN(C4CCCCC4)CC3)nc3ccccn23)CC1 | 7 | 7
CC(C)(C)OC(=O)N(Cc1ccccc1)Cc1ccccc1OCc1cccc(NC(=O)C2CC2)c1 | -17 | 0
Cc1cc(C(=O)NNS(=O)(=O)c2ccc(C(C)(C)C)cc2)nn1C(C)(C)C | -2 | 1
CCc1ccc(N2C(=O)C3C4C=CC(CC4)C3C2=O)cc1 (configuration not stated) | 2 | 1
COC(=O)c1ccc(-c2ccco2)n1Cc1cccc(C)c1 | -1 | 3
CS(=O)(=O)c1ccc(C(=O)N2CCN(S(=O)(=O)c3ccc(C4CCCCC4)cc3)CC2)cc1 | -21 | 1
Cc1occc1-c1nnc(SCC(=O)O)n1-c1ccccc1 | -4 | 1
CC(=O)c1ccc(NC(=O)NNS(=O)(=O)c2ccc(F)cc2)cc1 | -17 | 6
COC(=O)C1=C(N)OC2=C(C(=O)CCC2)C1c1cccnc1 (configuration not stated) | 3 | -5
O=C1NC(=Nc2ccc(F)cc2)CS1 | 7 | 7
Cc1ccccc1CN1CCN(S(=O)(=O)c2cccc3nsnc23)CC1 | -1 | 9
CC1CCN(CC(=O)N2c3ccccc3CC2C)CC1 (configuration not stated) | -9 | 6
